D1 antag = blocks dopamine activation of the human D1 receptor; P21728; activity change, negative = inhibition, % at 10 µM; 3.2% of 360,000 active; HEK293 TREx D1 cells, calcium flux, dopamine EC80; hits give low values; in the data active means activity change below about -30%; further: on the % scale 0 is the no-effect control and ±100 the full control effect
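Calcium flux readout: force-coupled, inducible Hek293 Trex D1 line, cells induced overnight at 30 C with tetracycline, dye-loaded 30–90 min at RT. Antagonism scored against EC80 dopamine challenge given 180 s after compound.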
D1 ag = human D1 receptor agonism. activation, % at 2 µM. AID 504660. 1% of 360,000 active. HEK293 T-REx D1 cells, calcium flux, agonist mode; in the data active means activation above about 30%; further: 0% is about no effect
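Tetracycline-induced HEK293 TREx D1 cells, force-coupled to calcium signalling, were dye-loaded with a no-wash calcium kit. Compound was pin-added after a 10 s baseline. Fluorescence was read kinetically at 1 cycle/s for 180 s, with calcium rises flagged as agonism.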
RXFP1 antag = blocks the human relaxin receptor RXFP1; Q9HBX9; HEK293-RXFP1, relaxin-stimulated cAMP HTRF, 30 min; hits give low values; activity change, negative = inhibition, % at 57.5 µM; 0.59% of 350,000 active;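 active means activity change of -60% or lower, but not beyond a set lower limit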; further: on the % scale 0 is the no-effect control and ±100 the full control effect
D2 potentiator = positively modulates the human D2 dopamine receptor allosterically; P14416; HEK293 T-REx D2, calcium flux, EC20 dopamine potentiation; potentiation, % at 10 µM; 0.34% of 340,000 active;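 active means potentiation over 3 SD above the plate norm, cut at about 30% in these data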; further: 0% is about no effect
Target sequence (P14416 whole entry, looked up): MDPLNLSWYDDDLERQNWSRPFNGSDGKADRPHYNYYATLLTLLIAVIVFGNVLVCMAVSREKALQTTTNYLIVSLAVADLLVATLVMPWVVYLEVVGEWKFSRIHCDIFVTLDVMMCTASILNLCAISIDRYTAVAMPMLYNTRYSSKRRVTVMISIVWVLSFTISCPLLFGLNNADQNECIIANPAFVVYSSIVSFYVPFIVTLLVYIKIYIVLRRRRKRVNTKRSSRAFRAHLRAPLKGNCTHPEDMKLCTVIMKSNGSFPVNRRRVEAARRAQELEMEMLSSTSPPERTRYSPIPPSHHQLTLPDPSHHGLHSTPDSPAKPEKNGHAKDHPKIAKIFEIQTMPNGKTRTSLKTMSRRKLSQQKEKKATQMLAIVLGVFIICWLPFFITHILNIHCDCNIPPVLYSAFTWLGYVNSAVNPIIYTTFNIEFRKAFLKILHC
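Calcium flux readout, no-wash dye, 1 read/s. Inducible HEK293 Trex D2 line, overnight 30 C. Compound alone 180 s (agonist flags), then EC20 dopamine, another 180 s to score potentiation.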
RXFP1 ag = RXFP1 (human) receptor agonism; Q9HBX9; HEK293T-RXFP1 cAMP TR-FRET, 30 min; response scale: percent of porcine relaxin response, buffer zero; Potency, µM (highest dose often 57.5 µM), without a hit: at the highest dose activation, hits mostly activators; 0.3% of 370,000 active; AID 2676; active means well fitted activation curve with a large enough effect; further: potency means the concentration at half of the fitted maximal effect; on the % scale 0 is the no-effect control and ±100 the full control effect; nearly all actives have a fitted effect of over 60% in size; many of its hits are not listed in these tables
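HEK293T cells stably expressing RXFP1 were pretreated with the PDE4 inhibitor Ro 20174, exposed to compounds for 30 min at 37C, lysed, and cAMP was read by TR-FRET. Data normalized to buffer (basal) and 29 nM porcine relaxin (100%).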
D2 ag = D2 dopamine receptor (human) agonism; HEK293 T-REx D2 cells, calcium flux agonist mode; P14416; activation, % at 2 µM; 0.53% of 340,000 active; AID 485358;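 active means activation over 3 SD above normal in the single-dose calcium agonist read, cut at about 30% in these data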; further: 0% is about no effect
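Tetracycline-induced HEK293 T-REx cells with force-coupled D2 receptor, plated overnight at 30 C, loaded with no-wash calcium dye. After a 10 s baseline, compound was pin-added and calcium flux read kinetically for 180 s; calcium rises flagged agonists.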
D2 antag = D2 dopamine receptor (human) antagonism; HEK293 TREx D2 cells, calcium flux, dopamine EC80; inhibition, % at 10 µM; 2% of 340,000 active; AID 485344; in the data active means inhibition above about 30%; further: 0% is about no effect
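Tetracycline-induced HEK293 TREx cells expressing D2 receptor forced-coupled to calcium signalling, loaded with no-wash calcium dye. Compounds added and calcium flux read 180 s, then dopamine added at EC80 and read a further 180 s.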
D1 potentiator = human D1 dopamine receptor positive modulation; P21728; HEK293 TREx D1 cells, calcium flux, dopamine EC20 potentiation; potentiation, % at 10 µM; 0.036% of 360,000 active; AID 504651; in the data active means potentiation above about 30%; further: 0% is about no effect
TRHR enhancer = allosteric enhancers of human TRH receptor. TRHR cells, fluo-8 calcium fluorescence, EC20 TRH enhancement. enhancement, % at 2 µM. 0.66% of 360,000 active. AID 493056; in the data active means enhancement above about 30%; further: 0% is about no effect
Target sequence (P34981 whole entry, looked up): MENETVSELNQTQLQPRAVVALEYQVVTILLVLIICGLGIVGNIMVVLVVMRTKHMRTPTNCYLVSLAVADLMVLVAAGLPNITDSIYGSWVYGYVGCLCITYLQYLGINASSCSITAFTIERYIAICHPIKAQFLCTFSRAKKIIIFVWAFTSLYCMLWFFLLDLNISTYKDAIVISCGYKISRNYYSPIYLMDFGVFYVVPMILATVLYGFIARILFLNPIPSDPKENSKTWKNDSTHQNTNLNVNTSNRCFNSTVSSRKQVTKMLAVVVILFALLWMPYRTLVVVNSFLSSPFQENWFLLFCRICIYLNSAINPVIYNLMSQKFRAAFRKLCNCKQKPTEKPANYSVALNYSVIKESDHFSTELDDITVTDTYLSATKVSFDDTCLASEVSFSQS
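Enhancer read-out: after compound pinning and an initial kinetic agonist-mode read, an EC20 of TRH (10 nM final) was injected and fluo-8 calcium signal (Ex 480/Em 530) followed at 1 s/cycle for 100 cycles in TRHR-expressing cells.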
Numbers without * were called inactive. This is a subset, so the mix of outcomes need not match the whole.

For CCOc1ccc2[nH]c(=O)c(CN(Cc3nnnn3CCc3ccccc3)CC3CCCO3)cc2c1 (configuration not stated) the results were D1 antag 5, D1 ag 1, RXFP1 antag -1, D2 potentiator 5, RXFP1 ag 0.0%, D2 ag 0.7, D2 antag -14, D1 potentiator -2 and TRHR enhancer 15.
Screening NS(=O)(=O)c1ccc(NC(=S)NCC2CCCO2)cc1 (configuration not stated) returned D1 antag 11, D1 ag 3, RXFP1 antag 1, D2 potentiator -3, RXFP1 ag -0.4%, D2 ag 0.2, D2 antag -6, D1 potentiator -2 and TRHR enhancer 1.
`Cc1cccc(OCc2nnc(SC(C)C(=O)O)n2Cc2ccccc2)c1` (configuration not stated) gave D1 antag -19, D1 ag 2, RXFP1 antag -10, D2 potentiator -10, RXFP1 ag -3.3%, D2 ag -0.3, D2 antag -2, D1 potentiator -8 and TRHR enhancer 41*.
O=[N+]([O-])c1ccc(-c2nc(NCc3cccnc3)c3ccccc3n2)cc1 was read as D1 antag 3, D1 ag 2, RXFP1 antag -25, D2 potentiator 8, RXFP1 ag 24%, D2 ag -1.0, D2 antag -2, D1 potentiator -1 and TRHR enhancer -4.
Screening CCOc1ccc(NC(=O)COc2ccc3c(c2)CCC3)cc1OC returned D1 antag 0, D1 ag 3, RXFP1 antag -7, D2 potentiator 6, RXFP1 ag -0.2%, D2 ag 0.4, D2 antag 16, D1 potentiator -9 and TRHR enhancer 30.
`N#Cc1c(SCC(=O)Nc2cccc(F)c2)sc2c(O)cc(=O)[nH]c12` gave D1 antag 8, D1 ag 0, RXFP1 antag -5, D2 potentiator -5, RXFP1 ag 2.6%, D2 ag 0.9, D2 antag -8, D1 potentiator -2 and TRHR enhancer 20.
Screening CCOC(=O)C1=C(COC(=O)c2ccc(OC(C)C)cc2)NC(=O)NC1C (configuration not stated) returned D1 antag -8, D1 ag 11, RXFP1 antag -12, D2 potentiator 10, RXFP1 ag -0.2%, D2 ag -0.5, D2 antag -16, D1 potentiator 1 and TRHR enhancer 4.
For O=C(NCc1ccccc1)NC12CC3CC(CC(C3)C1)C2 the results were D1 antag -3, D1 ag 0, RXFP1 antag 5, D2 potentiator 0, RXFP1 ag 1.3%, D2 ag -0.6, D2 antag -9, D1 potentiator -3 and TRHR enhancer -7.
`CCOC(=O)C1CCN(S(=O)(=O)c2cc(C(=O)N3CCCCC3)ccc2OC)CC1` gave D1 antag 12, D1 ag 1, RXFP1 antag -7, D2 potentiator 14, RXFP1 ag 2.9%, D2 ag -0.9, D2 antag 11, D1 potentiator -6 and TRHR enhancer 11.
Screening O=C(COC(=O)Cc1ccsc1)Nc1ccc(F)cc1Cl returned D1 antag -3, D1 ag 1, RXFP1 antag 1, D2 potentiator -7, RXFP1 ag -0.3%, D1 potentiator 2 and TRHR enhancer -7.
CC(Oc1ccc(F)cc1)C(=O)Nc1cc(S(=O)(=O)N2CCOCC2)ccc1N1CCCC1 (configuration not stated) was read as D1 antag -16, D1 ag 3, RXFP1 antag 4, D2 potentiator -5, RXFP1 ag -0.7%, D2 ag -1.1, D2 antag -9, D1 potentiator 5 and TRHR enhancer -14.
For CC(C)C(=O)N(Cc1cc(=O)[nH]c2ccccc12)c1ccccc1 the results were D1 antag -11, D1 ag 0, RXFP1 antag 3, D2 potentiator 10, RXFP1 ag 1.5%, D2 ag 0.3, D2 antag -2, D1 potentiator -5 and TRHR enhancer 4.
`Cc1ccc(NC(=O)CSc2nnc(C)c(=O)[nH]2)cc1` gave D1 antag -5, D1 ag 3, RXFP1 antag -3, D2 potentiator -11, RXFP1 ag -1.1%, D2 ag 0.9, D1 potentiator -3 and TRHR enhancer -8.
For CCOc1ccccc1N1CCN(C(=O)NC2CCCCC2)CC1 the results were D1 antag 10, D1 ag -1, RXFP1 antag 5, D2 potentiator -6, RXFP1 ag -0.3%, D2 ag -0.3, D2 antag -11, D1 potentiator -1 and TRHR enhancer 1.
For CC(C)(C)C(=O)Nc1sc2c(c1C(=O)Nc1ccccn1)CCCC2 the results were D1 antag 0, D1 ag 2, RXFP1 antag -7, D2 potentiator 8, RXFP1 ag -2.7%, D2 ag 1.5, D2 antag 6, D1 potentiator -2 and TRHR enhancer -2.
For CN(C)CCCn1c(SCc2c(Cl)cccc2Cl)nnc1-c1ccncc1 the results were D1 antag 29, D1 ag 1, RXFP1 antag 4, D2 potentiator 2, RXFP1 ag 0.4%, D2 ag 1.0, D2 antag -2, D1 potentiator 2 and TRHR enhancer 20.
For Cc1c(-c2ccccc2)c(=O)oc2c(CN3CCCC3)c(O)ccc12 the results were D1 antag -5, D1 ag 0, RXFP1 antag 5, D2 potentiator -8, RXFP1 ag 29%, D2 ag -0.9, D1 potentiator -3 and TRHR enhancer -2.
Screening CN1C(=O)Cc2cc(S(=O)(=O)Nc3ccc(Cl)cc3)ccc21 returned D1 antag 8, D1 ag 6, RXFP1 antag -19, D2 potentiator 23, RXFP1 ag -0.1%, D2 ag 0.4, D2 antag -1, D1 potentiator -3 and TRHR enhancer 3.
For Cn1nccc1/C=N\NC(=O)c1ccc(Cl)cc1 the results were D1 antag -28, D1 ag 0, RXFP1 antag 4, D2 potentiator -10, RXFP1 ag 2.3%, D2 ag -1.7, D2 antag -8, D1 potentiator 2 and TRHR enhancer 6.
`COC(=O)C1=C(C)OC(N)=C(C#N)C1c1ccc(OC)c(OC)c1OC` (configuration not stated) gave D1 antag 4, D1 ag 3, RXFP1 antag -12, D2 potentiator 22, RXFP1 ag 0.6%, D2 ag 1.5, D2 antag -4, D1 potentiator 2 and TRHR enhancer 18.
O=C(Nc1ccc(F)cc1)c1nc[nH]c1C(=O)Nc1ccccc1[N+](=O)[O-] was read as D1 antag 0, D1 ag 8, RXFP1 antag -2, D2 potentiator -8, RXFP1 ag 1.2%, D2 ag -1.6, D2 antag -21, D1 potentiator -1 and TRHR enhancer 1.
Screening Cc1cccc(NC(=O)c2ccc3c(c2)CCN3S(=O)(=O)c2ccccc2)c1C returned D1 antag 10, D1 ag 1, RXFP1 antag -2, D2 potentiator -5, RXFP1 ag 0.3%, D2 ag -0.1, D1 potentiator 0 and TRHR enhancer 5.
COc1ccc(C(=O)c2oc3ccc(OC)cc3c2NC(C)=O)cc1 was read as D1 antag -19, D1 ag 2, RXFP1 antag -11, D2 potentiator -3, RXFP1 ag 6.8%, D2 ag 0.4, D2 antag 0, D1 potentiator -4 and TRHR enhancer -12.
For Cc1cccc(N(C(=O)Cn2nnc3ccccc32)C(C(=O)NCc2ccco2)c2ccncc2)c1 (configuration not stated) the results were D1 antag 1, D1 ag 2, RXFP1 antag -7, D2 potentiator 21, RXFP1 ag 0.9%, D2 ag 0.1, D2 antag -7, D1 potentiator 1 and TRHR enhancer -9.
For CCOC(=O)c1ccccc1NC(=S)N1CCCCC1 the results were D1 antag -7, D1 ag 1, RXFP1 antag -3, D2 potentiator 14, RXFP1 ag 0.0%, D2 ag -0.4, D2 antag -29, D1 potentiator 2 and TRHR enhancer -3.
For CCOc1ccc(-n2c(SCC(=O)NCc3ccco3)nc3c([nH]c4ccccc43)c2=O)cc1 the results were D1 antag 6, D1 ag 5, RXFP1 antag 3, D2 potentiator -4, RXFP1 ag 2.4%, D1 potentiator 1 and TRHR enhancer -2.
For COc1ccc(Cl)cc1C(=O)OCC(=O)NCc1cccs1 the results were D1 antag -20, D1 ag 4, RXFP1 antag -2, D2 potentiator 3, RXFP1 ag 1.4%, D2 ag -0.6, D2 antag -6 and TRHR enhancer 5.
`N=C1C(c2nc3ccccc3s2)=C(O)CN1Cc1ccco1` gave D1 antag -10, D1 ag 1, RXFP1 antag -19, D2 potentiator -5, RXFP1 ag -0.5%, D2 ag -0.3, D2 antag -16, D1 potentiator -1 and TRHR enhancer 2.
`COc1ccc(N2CCN(C(=O)[C@@H](NC(=O)c3cc(OC)cc(OC)c3)C(C)C)CC2)cc1` gave D1 antag 13, D1 ag 0, RXFP1 antag 5, D2 potentiator -1, RXFP1 ag -0.2%, D2 ag -0.3, D2 antag 5, D1 potentiator -4 and TRHR enhancer -4.
For CCCc1ccc(C(C)NC(=O)c2cnccn2)cc1 (configuration not stated) the results were D1 antag -10, D1 ag 1, RXFP1 antag 1, D2 potentiator -8, RXFP1 ag 0.5%, D2 ag 0.6, D2 antag 8, D1 potentiator 1 and TRHR enhancer 3.
For CCOc1ccc2nc(N(CCN(CC)CC)C(=O)/C=C/c3cccs3)sc2c1 the results were D1 antag -2, D1 ag 2, RXFP1 antag -12, D2 potentiator -4, RXFP1 ag 7.6%, D2 ag 0.2, D2 antag -6, D1 potentiator 6 and TRHR enhancer 3.
Screening Cc1cccc(C(=O)Nc2ccc(O)c3c(=O)cc(-c4ccccc4Cl)oc23)c1 returned D1 antag -5, D1 ag -2, D2 potentiator -3, RXFP1 ag 0.7%, D2 ag 0.4, D2 antag 31*, D1 potentiator -4 and TRHR enhancer -9.
CC1C(=O)CC(c2ccccc2)NC1c1ccccc1 (configuration not stated) was read as D1 antag 10, D1 ag 1, RXFP1 antag 0, D2 potentiator -5, RXFP1 ag 0.0%, D2 ag 0.6, D2 antag -8, D1 potentiator 3 and TRHR enhancer 45*.

Pulled one by one from the list above, four records:
`COc1ccc(N2CCN(C(=O)[C@@H](NC(=O)c3cc(OC)cc(OC)c3)C(C)C)CC2)cc1` gave D1 antag 13, D1 ag 0, RXFP1 antag 5, D2 potentiator -1, RXFP1 ag -0.2%, D2 ag -0.3, D2 antag 5, D1 potentiator -4 and TRHR enhancer -4.
For CCOc1ccc2nc(N(CCN(CC)CC)C(=O)/C=C/c3cccs3)sc2c1 the results were D1 antag -2, D1 ag 2, RXFP1 antag -12, D2 potentiator -4, RXFP1 ag 7.6%, D2 ag 0.2, D2 antag -6, D1 potentiator 6 and TRHR enhancer 3.
For Cn1nccc1/C=N\NC(=O)c1ccc(Cl)cc1 the results were D1 antag -28, D1 ag 0, RXFP1 antag 4, D2 potentiator -10, RXFP1 ag 2.3%, D2 ag -1.7, D2 antag -8, D1 potentiator 2 and TRHR enhancer 6.
For CCCc1ccc(C(C)NC(=O)c2cnccn2)cc1 (configuration not stated) the results were D1 antag -10, D1 ag 1, RXFP1 antag 1, D2 potentiator -8, RXFP1 ag 0.5%, D2 ag 0.6, D2 antag 8, D1 potentiator 1 and TRHR enhancer 3.

Arranged by SMILES length (lowest first): some entries from above.
Screening CN1C(=O)Cc2cc(S(=O)(=O)Nc3ccc(Cl)cc3)ccc21 returned D1 antag 8, D1 ag 6, RXFP1 antag -19, D2 potentiator 23, RXFP1 ag -0.1%, D2 ag 0.4, D2 antag -1, D1 potentiator -3 and TRHR enhancer 3.
For Cc1c(-c2ccccc2)c(=O)oc2c(CN3CCCC3)c(O)ccc12 the results were D1 antag -5, D1 ag 0, RXFP1 antag 5, D2 potentiator -8, RXFP1 ag 29%, D2 ag -0.9, D1 potentiator -3 and TRHR enhancer -2.
Screening Cc1cccc(C(=O)Nc2ccc(O)c3c(=O)cc(-c4ccccc4Cl)oc23)c1 returned D1 antag -5, D1 ag -2, D2 potentiator -3, RXFP1 ag 0.7%, D2 ag 0.4, D2 antag 31*, D1 potentiator -4 and TRHR enhancer -9.
